GLP1R cytotox: cytotoxicity counter-screen for GLP-1 receptor inverse agonists | 410,000 tested, 0.13% active | Potency, µM (highest dose often 38.3 µM), without a hit: at the top dose activity change, negative = inhibition, most hits filed as inhibitors | HEK293 cAMP-luciferase reporter cells, luminescence, 24 h | AID 624418;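 also: loss of luciferase light is scored as toxicity; potency is read from the fitted curve at half-maximal effect; % is scaled to controls: 0 for no effect and ±100 for the full control effect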
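Quantitative HTS format, 1536 wells, 200 cells/uL seeded. Compounds: 23 nL, 24 h, 37 °C. Detection: luciferase reagent, luminescence at 12 min RT; decreased signal taken as cytotoxic.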
GLP1R inv ag: GLP-1 receptor (human) inverse agonism. P43220. HEK293 GLP-1R CRE-luciferase, luminescence, 24 h; GLP-1R form is constitutively active. Potency, µM (top dose mostly 38.3 µM), without a hit: top-dose activity change, negative = inhibition, most hits filed as inhibitors. 410,000 tested, 1.6% active. AID 624417; also: potency is read from the fitted curve at half-maximal effect; % is scaled to controls: 0 for no effect and ±100 for the full control effect; nearly all actives have a fitted effect of over 55% in size
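Inverse agonists were sought by their lowering of basal cAMP reporter luciferase output in HEK293 cells stably carrying constitutively active human GLP-1R, after 24 h compound treatment.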
TDP-43 yeast inh: inhibitors of TDP-43 toxicity in yeast; TDP-43 expressing yeast growth rescue, BacTiter-Glo, 24 h; Potency, µM (highest dose often 46.1 µM), without a hit: top-dose growth rescue (activation), actives largely listed as activators; 410,000 tested, 1.8% active; AID 652104; also: potency is read from the fitted curve at half-maximal effect; % of control where 0% means no effect; nearly all actives have a fitted effect of over 50% in size
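In this qHTS, compounds that restore growth of yeast expressing TDP-43 appear as activators. Cells (OD600=0.02, galactose medium, raffinose-pregrown) are incubated with compound 24 hr at 30 deg C and growth is quantified by BacTiter-Glo.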
D3 antag: D3 dopamine receptor (human) antagonism | 360,000 tested, 2.5% active | D3R cells, DiscoveRx beta-arrestin luminescence, antagonist mode; active compounds read low | P35462 | AID 652054 | max response, negative = inhibition, %; in the data active = max response below about -50%; inconclusive = no clear call, values can overlap the other calls; also: % is scaled to controls: 0 for no effect and ±100 for the full control effect; mostly tested at two doses, the higher about 12 µM
Target sequence (P35462 whole entry, looked up): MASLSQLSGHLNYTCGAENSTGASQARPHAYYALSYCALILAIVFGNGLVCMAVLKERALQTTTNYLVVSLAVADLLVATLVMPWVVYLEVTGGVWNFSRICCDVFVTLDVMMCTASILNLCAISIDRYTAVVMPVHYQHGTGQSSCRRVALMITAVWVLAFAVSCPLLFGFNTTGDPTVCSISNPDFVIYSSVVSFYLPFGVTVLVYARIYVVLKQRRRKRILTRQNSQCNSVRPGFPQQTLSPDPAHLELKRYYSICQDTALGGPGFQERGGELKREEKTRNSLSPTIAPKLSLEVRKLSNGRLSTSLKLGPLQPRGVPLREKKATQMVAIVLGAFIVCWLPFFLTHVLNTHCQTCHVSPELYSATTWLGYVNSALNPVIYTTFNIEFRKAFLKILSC
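Cells plated overnight at 1500 cells/well, then exposed to library compounds with dopamine controls for 90 minutes at 37 degrees C. DiscoveRx reagent added for 30–60 minutes at room temperature; luminescence read, quantitative HTS format.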
GLP-1R agonist: agonists of human GLP-1 receptor; P43220; HEK293 GLP-1R CRE-luciferase, luminescence, 4-6 h; cells express a hypersensitive GLP-1R form; Potency, µM (doses to about 45.6 µM), for the others: top-dose activation, usual class: activators; 380,000 tested, 0.007% active; AID 624172; also: potency is read from the fitted curve at half-maximal effect; % of control where 0% means no effect
DRD3 agonist: agonists of human D3 dopamine receptor. D3R DiscoveRx beta-arrestin cells, luminescence, 90 min. max activation, %. 410,000 tested, 0.58% active; in the data active = max activation above about 30%; also: 0% is about no effect; mostly tested at two doses, the higher about 12 µM
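Agonist mode: compounds and dopamine controls were applied to plated cells for 90 min at 37 degrees C after an overnight attachment at 1500 cells/well. Luminescent read-out followed 30 - 60 minutes at room temperature with DiscoveRx detection reagent.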
PTHR1 ag: agonists of human PTHR1 parathyroid hormone receptor | 410,000 tested, 0.075% active | AID 743266 | HEK293 GP2 PTHR1 cells, GloSensor cAMP luminescence, 1 h | Potency, µM (titrated, usually from 115 µM), for the others: top-dose activation, most hits filed as activators; also: potency is read from the fitted curve at half-maximal effect; nearly all actives have a fitted effect of over 55% in size; some results filed as inactive show a strong effect at the top dose; inactives centre near -15; many of its hits are not listed in these tables
Target sequence (Q03431 whole entry, looked up): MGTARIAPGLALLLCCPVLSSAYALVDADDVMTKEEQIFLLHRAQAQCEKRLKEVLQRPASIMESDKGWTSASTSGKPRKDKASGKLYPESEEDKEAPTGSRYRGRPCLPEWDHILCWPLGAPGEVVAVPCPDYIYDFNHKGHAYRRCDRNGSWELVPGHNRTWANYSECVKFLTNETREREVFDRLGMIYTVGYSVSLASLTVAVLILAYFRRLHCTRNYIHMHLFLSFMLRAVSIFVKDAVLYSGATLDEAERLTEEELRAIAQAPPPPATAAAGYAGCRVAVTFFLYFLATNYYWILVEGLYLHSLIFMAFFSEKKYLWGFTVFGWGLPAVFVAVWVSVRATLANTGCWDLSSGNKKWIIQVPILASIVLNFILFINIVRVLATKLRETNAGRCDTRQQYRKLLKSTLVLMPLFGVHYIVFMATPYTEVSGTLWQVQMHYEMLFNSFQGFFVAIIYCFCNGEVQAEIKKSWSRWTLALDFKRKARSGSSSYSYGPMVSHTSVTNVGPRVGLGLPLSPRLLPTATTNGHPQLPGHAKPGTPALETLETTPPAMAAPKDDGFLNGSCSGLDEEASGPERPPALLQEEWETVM
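HEK-293-derived GP2 cells expressing PTHR1 and a GloSensor cAMP reporter, 3,000/well, plated overnight, given luciferin plus IBMX (each 0.5 mM as added) for 1 h at 37 °C, then compound for 1 h at 37 °C. Luminescence was read after 15 min at room temperature.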
aSyn yeast inh: alpha-synuclein toxicity inhibition in yeast; Yeast expressing alpha-synuclein, growth rescue, BacTiter-Glo, 24 h; Potency, µM (titrated, usually from 46.1 µM), without a hit: at the highest dose growth rescue (activation), usual class: activators; 370,000 tested, 0.14% active; AID 652106; also: potency is read from the fitted curve at half-maximal effect; % of control where 0% means no effect; nearly all actives have a fitted effect of over 65% in size
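Readout is rescue of growth in alpha-synuclein-expressing yeast, so inhibitors of toxicity appear as activators. Growth after 24 hr at 30 deg C in galactose medium is quantified by luminescence.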
KB-V1 cytotox: KB-V1 MDR subline cytotoxicity; KB-V1 MDR cells viability, CellTiter-Glo, 72 h; Potency, µM (titrated, usually from 46.1 µM), for inactives: at the highest dose activity change, negative = cytotoxicity, hits mostly cytotoxic; 400,000 tested, 3.4% active; also: potency is read from the fitted curve at half-maximal effect; % is scaled to controls: 0 for no effect and ±100 for the full control effect; nearly all actives have a fitted effect of over 60% in size
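qHTS viability screen in drug-selected KB-V1 MDR cells: 72 h compound treatment at 37 degrees C, ATP luminescence end point.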
The depositor's hits bear a star; i = inactive; ? = inconclusive; . = not tested or not shown; [ ] = remark or other dose. Unless noted, calls follow the shape of the dose curve; as a rule, active = well fitted curve in the direction sought with a large enough effect; inconclusive = small, poorly fitted or top-dose-only effect, or another doubt; inactive = no such curve, though single readings can be large; an effect the other way counts as inactive or inconclusive. A portion of the library. The share of hits here may be higher or lower than overall.

SMILES	D3 antag	TDP-43 yeast inh	DRD3 agonist	KB-V1 cytotox	aSyn yeast inh	GLP1R inv ag	PTHR1 ag	GLP1R cytotox	GLP-1R agonist
CCCCN(C(=O)C1CSC2(C)CCC(=O)N12)c1c(N)n(Cc2ccccc2)c(=O)[nH]c1=O (stereo not given)	15.2	-24.0%	-11.4	6.5%	3.2%	5.2%	-35.3%[inhibitor]	9.3%	-2.4%
COc1cc(CNCCc2ccc(S(N)(=O)=O)cc2)ccc1OCC(=O)NC1CCCCC1	-25.2	-4.8%	-42.4	?	2.1%	0.0%	i	-20.1%	32.4%
CCCCC(=O)N(C)c1c(CC)nc2c(OCc3cc(Cl)cc(Cl)c3)cccn12	-26.0	7.5%	-9.7	?	10.6%	-67.0%	i	6.9%	16.8%
CCOC(=O)c1oc2c(c1C)C(=O)CCC2	7.2	4.3%	2.7	-3.6%	0.3%	6.7%	i	-5.7%	-2.3%
COc1cc(C(=O)Nc2ccc3nc(N4CCN(C)CC4)cc(C)c3c2)cc(OC)c1OC	-4.2	-6.8%	-16.4	-16.8%	-3.8%	-5.5%	-5.2%	?	12.7%
O=C(NCc1ccccn1)c1ccc2c(=O)n(CCc3ccccc3)c(=O)[nH]c2c1	31.5	-1.0%	-1.7	8.8%	5.7%	52.9%[activator]	i	1.3%	-3.1%
COC(=O)CCNc1ccc2c(c1)OCCO2	0.0	-21.2%	-5.9	-19.1%	-11.8%	?	?	0.4%	-23.9%
O=C(Nc1ccccc1)c1cc(C2CCCCN2S(=O)(=O)Cc2cccc(C(F)(F)F)c2)on1 (stereo not given)	-4.1	-17.2%	-6.1	-10.3%	-1.5%	?	-6.5%	3.8%	-2.7%
Cc1sc2ncnc(SCc3ccco3)c2c1C	11.4	-3.4%	-0.5	-20.6%	16.0%	22.3%	i	9.0%	2.1%
Cn1c(CO)cnc1SCc1c(Cl)cccc1Cl	14.3	7.9%	-9.7	-26.2%	-1.2%	0.0%	-3.4%[57.5 µM]	-7.0%	4.8%
COc1cc(C)ccc1OCCCOc1ccccc1Br	14.2	15.7%	4.1	10.4%	-2.9%	-12.7%	-29.3%	14.1%	18.2%
Cc1cccc(NC(=O)CSc2nc(C3CCCC3)nc3c2c(=O)n(C)c(=O)n3C)c1C	.	16.0%	5.6	-2.8%	.	9.2%	i	-5.0%	.
Cc1csc(NC(=O)CCCC(=O)c2ccccc2)n1	-14.4	-1.3%	-20.6	0.0%	-0.5%	10.0%	i	-5.8%	4.9%
Oc1ccccc1CN1CCN(C(c2ccccc2)c2ccccc2)CC1	-76.9*	18.5%	-5.1	-17.5%	?	?	-23.0%	5.4%	-1.5%
O=C(CN1CCN(Cc2ccccc2)CC1)c1ccccc1	8.8	27.0%	-11.1	25.8%	-1.6%	-24.8%	-7.5%[57.5 µM]	-1.9%	16.1%
C[C@@H](NC(=O)OC(C)(C)C)C(=O)NCC1CCC(C(=O)N[C@@H](Cc2ccccc2)C(=O)O)CC1 (stereo not given in full)	-10.7	18.0%	-4.2	14.3%	-2.5%	17.0%	i	1.8%	-3.5%
CCn1ccnc1CN(C)Cc1nc(-c2ccc(C(=O)OC)cc2)no1	13.8	-9.1%	3.1	6.5%	1.3%	-10.1%	-11.6%	-1.8%	8.7%
CCOC(=O)c1c(C)n(C)c2cc(Br)c(O)c(O)c12	13.1	10.8%	4.5	-9.0%	1.2%	21.6%	-2.4%	-2.9%	2.8%
Brc1ccc(-c2ccc(/C=N/Nc3nc4ccccc4[nH]3)o2)cc1	38.6	-64.8%[inhibitor]	6.7	-2.2%	-27.3%	-14.7%	i	51.1%[activator]	5.2%
COc1ccc(S(=O)(=O)N2CCCc3ccccc32)cc1OC	10.3	-8.0%	-9.0	-25.7%	5.3%	?	-40.3%[inhibitor]	7.6%	13.4%
Cc1ccc(-n2c(SCC3CCCCO3)nnc2-c2ccco2)cc1 (stereo not given)	-25.9	11.9%	-5.3	20.6µM*	11.2%	?	-9.2%[57.5 µM]	-13.6%	15.9%
Clc1ccc(-n2nnnc2-c2cnc3ccc(Cl)cc3c2-c2ccccc2)cc1	-4.6	?	3.4	?	22.7%	17.9%	i	-0.5%	5.0%
Cc1ccc(C)c(NC(=O)CSc2nnc(CCCCCNC(=O)OC(C)(C)C)o2)c1	11.3	27.8%	-2.4	-3.7%	6.3%	-46.7%	-13.2%[57.5 µM]	-18.7%	-1.3%
CCN1CCN(C(=O)c2cc3sccc3n2CC(=O)c2ccccc2)CC1	-56.1*	-23.7%	-38.1	-5.5%	0.9%	0.0%	i	?	5.4%
C=CCn1nnnc1SCC(=O)Nc1cccc(OC)c1	15.9	-3.0%	2.1	0.2%	-7.0%	-15.8%	i	4.6%	0.2%
O=C(NC1CCCC1)c1ccc2c(=O)n(Cc3ccccc3)c(SCc3cccc([N+](=O)[O-])c3)nc2c1	.	-5.1%	-22.2	.	.	0.7%	-10.7%	-6.5%	.
COC(=O)Nc1ccccc1C(=O)N1CCCCC1	7.6	-21.8%	-7.6	-7.3%	.	0.1%	-70.8%[inhibitor]	5.2%	4.3%
Cc1ccc(S(=O)(=O)N(C)CC(=O)NCC(c2ccco2)N(C)C)cc1 (stereo not given)	-1.2	6.8%	2.8	-7.0%	-2.8%	-22.1%	i	-2.8%	1.4%
O=C(/C=C/c1cccc([N+](=O)[O-])c1)NCCSCc1cccc(Cl)c1	2.9	22.4µM*	-2.8	9.7%	22.7%	?	-63.1%[inhibitor]	6.2%	15.0%
c1ccc2[nH]c(SCc3ccc(-c4nnco4)cc3)nc2c1	5.6	-6.6%	-4.2	-20.4%	-0.3%	63.8%[activator]	-4.3%[57.5 µM]	28.5%	7.9%
O=C(NCC1CCCO1)c1ccccc1-c1nc(-c2ccc(Cl)cc2)no1 (stereo not given)	-9.1	-1.2%	-2.0	?	9.6%	-24.1%	i	-23.5%	0.6%
CNC(=O)CSc1nnc(-c2ccccc2F)n1CCc1ccccc1	-2.6	6.1%	-6.0	?	0.3%	0.3%	i	8.3%	-7.1%
Cc1nc2c(C)cccn2c1C(=O)c1ccccc1	7.7	?	4.0	25.9µM*	0.0%	8.4%	-22.0%	-8.7%	20.0%
Cc1ccc(NC(=S)Nc2ccc3[nH]c(=O)[nH]c3c2)cc1C	-27.5	-15.5%	-9.2	-2.2%	-5.4%	3.5%	-9.1%	-7.4%	0.2%
COc1cc(C(=O)N2CCC(c3nc4ccccc4o3)CC2)cc(OC)c1OC	.	0.2%	7.2	.	.	15.8%	i	-6.6%	.
CCOc1ccc(S(=O)(=O)Nc2cccc(C(=O)N3CCN(C(C)=O)CC3)c2)cc1	1.6	15.8%	5.0	21.7%	0.8%	16.1%	i	6.9%	4.0%
Cc1cccc(OCC(O)CN2CC3(C)CC2CC(C)(C)C3)c1 (stereo not given)	-6.9	-2.8%	-25.2	-8.6%	-4.5%	?	-4.5%	-16.7%	-1.3%
CCOc1cc(C2NC(=O)NC(O)(C(F)(F)F)C2C(=O)c2ccc(Cl)cc2)ccc1O (stereo not given)	-14.2	-12.3%	1.0	-3.8%	8.5%	-24.9%	-2.2%[57.5 µM]	-5.8%	-0.5%
Cn1c(SCC(=O)N2CCN(Cc3ccccc3)CC2)nnc1-c1ccncc1	6.7	-16.6%	-11.6	-3.7%	-1.5%	0.0%	i	1.1%	3.4%
Cc1ccc(-c2nc3c(C)cc(Br)cn3c2Cc2ccccc2)cc1	-0.4	23.4%	-6.9	-18.7%	1.3%	-18.4%	-24.4%	-3.1%	0.4%
COc1ccc(CCNC(=O)c2cc(-c3ccc(Cl)c(Cl)c3)oc2C)cc1	11.4	13.8%	0.7	10.4%	-16.6%	?	-38.7%[inhibitor]	-24.2%	-0.5%
CCCCn1cnc2c([nH]c3cc(OC)ccc32)c1=O	0.0	9.3%	-2.8	?	6.0%	42.3%[activator]	-7.5%[57.5 µM]	-3.6%	2.4%
Cc1c(C(=O)Nc2cccc(Cl)c2)oc2ccc(S(=O)(=O)N(C)C3CCCCC3)cc12	.	0.0%	4.4	.	.	?	-5.5%	-2.7%	.
O=C(Nc1cccc2cccnc12)c1cccnc1	-11.6	-5.4%	1.6	-11.0%	-13.3%	2.0%	-0.1%[57.5 µM]	6.0%	0.1%
O=C(NCc1cc(Cl)cc(Cl)c1)c1ccc2sc([C@H]3C[C@H](O)[C@@H](CO)O3)nc2c1	-1.2	12.1%	8.6	?	11.7%	-25.9%	-23.1%	-8.4%	8.2%
Cc1ccc(-c2ncns2)cc1	-5.0	-8.9%	-5.2	0.0%	-0.8%	8.0%	-12.3%	9.5%	6.1%
COc1ccc(CN2C(=O)NC3(CCCCC3)C2=O)cc1F	6.3	21.7%	5.5	5.0%	4.0%	0.0%	-7.7%[57.5 µM]	-13.1%	0.6%
